LmPK inhibitor: LmPK (Leishmania mexicana) enzyme inhibition; hit rate 0.37% among 290,000; Potency, µM (doses to about 57.5 µM), for inactives: at the top dose activity change, negative = inhibition, actives largely listed as inhibitors; Q27686; purified LmPK, Kinase-Glo ATP luminescence, 1 h; note: potency is the fitted concentration of half-maximal effect
Target sequence (Q27686 whole entry, looked up): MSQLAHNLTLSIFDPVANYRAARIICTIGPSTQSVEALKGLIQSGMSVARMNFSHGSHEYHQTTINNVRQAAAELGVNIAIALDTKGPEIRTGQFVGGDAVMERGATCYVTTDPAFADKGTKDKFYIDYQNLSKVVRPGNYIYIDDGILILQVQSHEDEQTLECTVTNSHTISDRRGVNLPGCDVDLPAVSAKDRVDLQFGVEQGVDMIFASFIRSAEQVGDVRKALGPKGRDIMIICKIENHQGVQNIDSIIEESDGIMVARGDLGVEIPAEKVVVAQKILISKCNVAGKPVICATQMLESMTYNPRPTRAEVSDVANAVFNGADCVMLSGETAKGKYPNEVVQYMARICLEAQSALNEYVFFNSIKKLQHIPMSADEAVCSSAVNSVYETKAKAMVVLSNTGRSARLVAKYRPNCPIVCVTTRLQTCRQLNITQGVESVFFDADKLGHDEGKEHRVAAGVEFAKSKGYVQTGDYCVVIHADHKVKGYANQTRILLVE
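Purified LmPK (0.1 nM) with 0.5 mM PEP and 0.1 mM ADP in imidazole buffer pH 7.2 with MgCl2/KCl, 1 h at room temperature. ATP formed was read by luciferase luminescence and normalized to no-enzyme and uninhibited controls.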
AMA1 RON2 block: disrupts binding of P. falciparum AMA1 to RON2; AlphaScreen AMA1-biotinylated RON2 peptide binding; Potency, µM (titrated, usually from 58.2 µM), for inactives: top-dose activity change, negative = inhibition, usual class: inhibitors; hit rate 0.2% among 360,000;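 note: potency is the fitted concentration of half-maximal effect; 0% = vehicle wells and -100% = peptide control; nearly all actives have a fitted effect of over 45% in size; some results filed as inactive show a strong effect at the top dose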
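AMA1 (3D7) with his tag at 25 nM final met compounds first, then biotinylated RON2 peptide at 25 nM; detection used donor plus acceptor beads, 10 µg/mL apiece, read by AlphaScreen after 30 min at room temperature.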
AmpC detergent: blocks E. coli AmpC beta-lactamase in detergent assay; hit rate 0.041% among 370,000; AmpC hydrolysis of nitrocefin, absorbance 480 nm, 0.01% Triton; P00811; Potency, µM (series often up to 114 µM), for inactives: top-dose activity change, negative = inhibition, actives largely listed as inhibitors;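 note: potency is the fitted concentration of half-maximal effect; 0% = no-compound wells and -100% = no-enzyme wells; nearly all actives have a fitted effect of over 25% in size; some results filed as inactive show a strong effect at the top dose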
Target sequence (P00811 whole entry, looked up): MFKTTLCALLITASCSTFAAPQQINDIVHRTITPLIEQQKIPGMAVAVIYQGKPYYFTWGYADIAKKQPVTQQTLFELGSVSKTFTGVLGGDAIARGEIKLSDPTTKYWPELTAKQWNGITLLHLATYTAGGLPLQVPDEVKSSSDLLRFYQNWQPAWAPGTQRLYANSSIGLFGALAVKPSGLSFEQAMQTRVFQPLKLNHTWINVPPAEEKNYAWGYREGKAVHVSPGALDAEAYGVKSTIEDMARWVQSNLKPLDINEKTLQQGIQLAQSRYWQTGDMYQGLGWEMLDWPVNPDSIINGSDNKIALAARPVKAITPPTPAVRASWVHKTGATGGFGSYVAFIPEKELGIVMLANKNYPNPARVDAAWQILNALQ
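20 mM phosphate pH 7.0 + 0.01% (detergent screen) or 0.0001% Triton X-100; 5.3 nM AmpC reagent; cpd preinc 15 min RT; nitrocefin (800 uM stock) to start; A480 q20 s × 4 min; Activity was normalised to no-enzyme and no-compound control wells.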
HCMV inh: human cytomegalovirus inhibition; hit rate 4.5% among 410,000; HFF cells, HCMV-luciferase reporter, 72 h; stronger effect = lower value; activity change, negative = inhibition, % at 57.5 µM; AID 1259415; in the data active = activity change below about -60%; inconclusive = no clear call, values can overlap the other calls; inactive = above about -39%
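Steps: HFFs plated, 16 h 37C; compounds added; HCMV-luciferase added to MOI 1 PFU/cell; 72 h 37C; OneGlo reagent, 5 min room temperature; luminescence read, normalized to controls.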
AmpC no deterg: blocks E. coli AmpC beta-lactamase in detergent-free assay | P00811 | AmpC nitrocefin hydrolysis, absorbance 480 nm, 0.0001% Triton | Potency, µM (series often up to 57.1 µM), for inactives: top-dose activity change, negative = inhibition, most hits filed as inhibitors | hit rate 0.52% among 330,000 | AID 485341;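 note: potency is the fitted concentration of half-maximal effect; plate controls were no compound for no effect and no enzyme for full effect; nearly all actives have a fitted effect of over 20% in size; some results filed as inactive show a strong effect at the top dose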
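AmpC (5.3 nM in the dispensed reagent) in 20 mM phosphate pH 7.0 with 0.01% (detergent screen) or 0.0001% Triton X-100 was preincubated with compounds for 15 min at room temperature. Nitrocefin was then added from an 800 uM solution, and hydrolysis was followed at 480 nm.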
TbPYK inhibitor: inhibitors of Trypanosoma brucei pyruvate kinase | Potency, µM (top dose mostly 76.8 µM), for the others: top-dose activity, negative = inhibition, most hits filed as inhibitors | Q57TT1 | TbPYK enzyme, Kinase-Glo Plus ATP luminescence, 45 min | hit rate 0.12% among 410,000; note: potency is the fitted concentration of half-maximal effect; nearly all actives have a fitted effect of over 50% in size
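Readout: single end-point luminescence (Kinase-Glo Plus, 10 min). Reaction conditions were TbPYK/substrate plus 130 uM ADP, 45 min at RT, pH 7.2 TEA buffer. No-enzyme wells served as controls, and data were normalized before concentration-response fitting.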
Sm TGR inh: blocks Schistosoma mansoni thioredoxin glutathione reductase | purified TGR, DTNB reduction, TNB absorbance 405 nm | Potency, µM (highest dose often 114 µM), without a hit: at the top dose activity change, negative = inhibition, actives largely listed as inhibitors | hit rate 3% among 360,000 | AID 485364; note: potency is the fitted concentration of half-maximal effect; nearly all actives have a fitted effect of over 60% in size
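TGR 20 nM + NADPH 100 uM (dispensed conc.), cpd preinc 15 min RT; start with NADPH (500 uM addition) then DTNB (15 mM addition). Kinetic TNB absorbance, 405 nm filter. Four-parameter Hill fit across titration.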
The depositor's hits bear a star; ? = inconclusive; nt = no result given; [ ] = remark or other dose. Unless noted, calls come from the whole dose curve; as a rule, active = well fitted curve in the direction sought with a large enough effect; inconclusive = small, poorly fitted or top-dose-only effect, or another doubt; inactive = no such curve, though single readings can be large; an effect the other way counts as inactive or inconclusive. Unless noted, % is set by controls: 0 for no effect and ±100 for the full control effect.

mol | HCMV inh | LmPK inhibitor | Sm TGR inh | AmpC no deterg | TbPYK inhibitor | AmpC detergent | AMA1 RON2 block
COc1ccccc1NS(=O)(=O)c1cc(NC(C)=O)ccc1N1CCCCC1 | -32 | 5% | 7% | 2% | -20% | -4% | -23%
CCOC(=O)c1sc(=NC(=O)c2cccc(OC)c2)n(C)c1C | 19 | 2% | 8% | -14% | 7% | 1% | 2%
COc1ccc(-c2nc(NC(=O)Cn3ccc(C(F)(F)F)n3)sc2C)cc1 | 0 | 6% | 7% | -23% | 2% | 1% | -5%
O=C1C=C(c2ccc3c(c2)OCO3)C[C@@H](c2ccc3c(c2)OCO3)C1 | 2 | nt | -3% | -14% | 0% | -9% | 6%
Cn1c(C(=O)NCc2ccco2)cc2c(=O)[nH]c3ccccc3c21 | 0 | 6% | ? | -26% | 6% | ? | 25%
Cc1ccc(S(=O)(=O)CCCS(=O)(=O)c2ccc(C)cc2)cc1 | -24 | -4% | 6% | -24% | 1% | -3% | 5%
Cc1ccc(-n2ncc3c(=O)n(CC(=O)NCc4ccco4)cnc32)cc1 | 24 | -1% | -4% | -16% | 7% | ? | -2%
COc1ccc(OC)c(NC(=O)C(Cc2ccccc2)NS(=O)(=O)c2ccc3c(c2)CCC(=O)N3)c1 (stereo not given) | 1 | nt | 11% | nt | 0% | 11% | nt
CCOC(=O)N1CCC(=NNC(=O)c2ccc(O)cc2)CC1 | -33 | -2% | -7% | -11% | 2% | -12% | 76%[activator]
COc1ccc(-c2noc(CCC(N)=O)n2)cc1OC | 61 | -6% | -8% | -6% | 5% | -5% | 3%
COc1ccccc1-c1cc(C(=O)Nc2ccc(F)cc2F)no1 | 90 | 2% | 0% | -4% | 3% | -6% | 6%
COc1ccc(S(=O)(=O)N2CCN(CCC(=O)Nc3ccc(F)cc3)CC2)cc1 | ? | 2% | -3% | 2% | -2% | -10% | -21%
CCCCN(Cc1ccccc1)c1ncnc2nc[nH]c12 | nt | -4% | 1% | -5% | 2% | -12% | 48%[activator]
Cn1cc(S(=O)(=O)N2CCCC2)cc1C(=O)NCc1ccccc1 | -6 | -2% | -3% | 9% | -8% | -15% | -3%
O=C(CSCc1ccc(C(=O)O)cc1)Nc1ccc2ccccc2c1 | -16 | -1% | -2% | -33% | -1% | 1% | 7%
Cc1ccc(-c2nn(C)c(=O)c3ccccc23)cc1CN1CCCCC1 | 6 | -3% | -1% | -14% | -9% | 3% | -1%
Cc1ccc2c(c1)C1CN(C)CCC1N2Sc1ccccc1[N+](=O)[O-] (stereo not given) | -9 | 3% | 19% | 154%[activator] | -1% | 7% | ?
CCOc1ccccc1NC(=O)CSc1nnc(CNC(=O)c2c(F)cccc2Cl)o1 | 17 | -11% | 5% | -12% | 3% | -1% | 13%
CCOC(=O)c1c(-n2cnnn2)sc(C)c1C | -16 | -6% | 8% | -17% | -8% | 3% | -5%
COc1cccc(-c2csc(N3CCN(C(=S)NCC(C)C)CC3)n2)c1 | -25 | -2% | 12% | -17% | -6% | ? | 5%
CCOC(=O)N1CCN(C2OC(=O)c3ccccc32)CC1 (stereo not given) | 9 | 0% | -5% | -13% | 1% | -12% | -16%
C=CCn1c(O)c(CN2CCOCC2)c(C)c(C#N)c1=O | nt | -1% | 40µM* | -19% | -11% | ? | 15%
Cc1cccc(OCc2nnc(SCC(=O)Nc3ccc(C)c(C)c3)o2)c1 | -18 | 3% | -1% | -24% | 2% | -6% | 13%
O=C(CNS(=O)(=O)c1ccc(Br)cc1)N1CCOCC1 | 5 | 0% | 0% | -23% | 0% | 0% | -2%
COc1ccc(CCNC(=S)NC(=O)c2cc(OC)c(OC)c(OC)c2)cc1OC | -20 | -3% | -20% | 37% | 0% | -1% | -14%
COc1ccc(CCNC(=O)CCCCCn2c(=O)[nH]c3cc(OC)c(OC)cc3c2=O)cc1OC | 9 | nt | -2% | nt | 3% | 5% | nt
Nc1nc(-c2ccccc2)c(N=Nc2cccnc2)s1 | 44 | -11% | 6% | -18% | -10% | 11% | -19%
Cc1ccc(NC(=O)Cc2cn(C)c3ccccc23)cc1F | 26 | 1%[11.5 µM] | 6% | -27% | 2% | 8% | -4%
COc1ccc(Br)cc1CNC(=O)c1cc2ccccn2n1 | -13 | nt | 8% | nt | 0% | -3% | nt
COc1ccc(NC(=S)Nc2ncccc2C)cc1OC | -28 | -5% | -25% | -4% | -2% | -14% | -16%

Brought forward from above: 5 compounds, followed by the next part.
mol | HCMV inh | LmPK inhibitor | Sm TGR inh | AmpC no deterg | TbPYK inhibitor | AmpC detergent | AMA1 RON2 block
COc1ccc(CCNC(=O)CCCCCn2c(=O)[nH]c3cc(OC)c(OC)cc3c2=O)cc1OC | 9 | nt | -2% | nt | 3% | 5% | nt
Nc1nc(-c2ccccc2)c(N=Nc2cccnc2)s1 | 44 | -11% | 6% | -18% | -10% | 11% | -19%
Cc1ccc(NC(=O)Cc2cn(C)c3ccccc23)cc1F | 26 | 1%[11.5 µM] | 6% | -27% | 2% | 8% | -4%
COc1ccc(Br)cc1CNC(=O)c1cc2ccccn2n1 | -13 | nt | 8% | nt | 0% | -3% | nt
COc1ccc(NC(=S)Nc2ncccc2C)cc1OC | -28 | -5% | -25% | -4% | -2% | -14% | -16%
Oc1ccc2nnc3c(Br)cnn3c2c1 | -13 | -20% | ? | -16% | -7% | 1% | 0%
COCC(=O)NCCNc1nc2ccc(C)cc2cc1C | 5 | 0% | 7% | -2% | -2% | -1% | 0%
COc1ccccc1N1CCN(C(=O)CSc2nnc(NC(=O)c3ccco3)s2)CC1 | -10 | -2% | 3% | -1% | -4% | -6% | -7%
CCCCCCCCN1C(=O)[C@H](CC(=O)N2CCOCC2)C[C@@]2(C(=O)OCC)CCCC=C12 | -3 | nt | nt | nt | 5% | nt | -3%
N#C/C(=C\c1cccs1)c1nc2ccccc2[nH]1 | 90 | -10% | -12% | -31% | -3% | -4% | 2%[11.6 µM]
CC(NCC(=O)NCC(=O)Nc1ccc(F)cc1)c1cccc(C(F)(F)F)c1 (stereo not given) | -8 | nt | nt | 34% | 1% | nt | -8%
Nc1cc2c(cc1Br)[nH]c(=O)c1ccccc12 | -89* | nt | nt | nt | -17% | nt | 45%[activator]
CCc1ccccc1NC(=O)Cn1nnc(-c2cccnc2)n1 | -32 | -7% | 3% | -5% | -7% | ? | -5%
COc1ccc(NC(=O)Cn2c(=O)n(Cc3nc(C)no3)c(=O)c3cc4c(cc32)OCO4)cc1 | -7 | nt | 0% | nt | -8% | -4% | nt
CCn1c(C)nc2cc(S(=O)(=O)Nc3ccc(C)cc3)ccc21 | ? | 1% | nt | -1% | -6% | 3% | -24%
CCCCn1c(N)c(N(CC(C)C)C(=O)c2ccc(-n3c(C)ccc3C)cc2)c(=O)[nH]c1=O | ? | nt | ? | 26% | 0% | ? | -1%
O=S(=O)(c1ccc(-c2ccon2)s1)N1CCOCC1 | ? | -4% | 6% | -17% | -8% | 9% | 6%
COc1ccc(NC(=O)C2CCN(S(=O)(=O)c3ccc4[nH]c(=O)ccc4c3)CC2)c(OC)c1 | 7 | nt | 6% | nt | -1% | 3% | nt
COc1ccc(Cl)cc1NC(=O)CN(C)C(=O)c1cc(=O)c2ccccc2o1 | 14 | nt | -12% | 55% | 3% | -4% | -13%
O=C(Nc1ccc(Cn2nnc3ccccc32)cc1)c1ccco1 | ? | -1% | 0% | -31% | -3% | -16% | 11%
Cc1nc(C)c(-c2ccc(SCC(=O)Nc3cccc(C)c3C)nn2)s1 | 38 | nt | 0% | nt | 2% | 2% | nt
CCC(=O)Nc1ccc2c(c1)Cc1cc([N+](=O)[O-])ccc1-2 | -86* | nt | nt | nt | 0% | nt | -17%
CN1CCCC(OC(=O)c2cccc(Cl)c2)C1 (stereo not given) | -30 | 1% | 10% | -8% | -3% | 1% | -17%
CC(=O)Nc1ccc(-c2nnn(CC(=O)Nc3ccc4c(c3)OCO4)n2)cc1Cl | -29 | 1% | -5% | -19%[11.4 µM] | 0% | ? | 1%
O=C(O)c1cccc(S(=O)(=O)N2Cc3ccccc3C2)c1 | 7 | 4% | 0% | -16% | -23% | -6% | 13%
CCOC(=O)/C(=N\Nc1cccc(C(F)(F)F)c1)N1CCOCC1 | -17 | 3% | 13% | 56% | 20% | 7% | 8%
O=C(COc1cccnc1[N+](=O)[O-])Nc1ccc2c(c1)CCC2 | ? | 12% | 3% | 15% | -3% | 2% | -11%
CC(C)C(NC(=O)c1ccco1)C(=O)NCC(c1ccco1)N(C)C (stereo not given) | 11 | 11% | 0% | -7% | -2% | -5% | 36%[activator]
Cc1ccc2c(c1)C1CN(C)CCC1N2C(=O)c1ccccc1NS(=O)(=O)c1ccc(F)cc1C (stereo not given) | -34 | -3% | -16% | 183%[activator] | 5% | -2% | -7%
CN(C)Cc1ccccc1C1(O)c2ccccc2CSc2ccccc21 (stereo not given) | -31 | 8% | 6% | -1% | -7% | -2% | -6%
C=CCOc1ccc(/C=N/NC(=O)C2CCCC2)cc1OCC | ? | 6% | 7% | -14% | 6% | -2% | 0%
Cc1ccc(NC(=O)COc2cccc3ccc(C)nc23)c(Br)c1 | -19 | -2% | 4% | -6% | -1% | -3% | -21%
COc1ccc(N2CCN(C(=O)c3csc4ccccc34)CC2)cc1 | -11 | 1% | 42%[activator] | 24% | -8% | 3% | -14%
Cc1c(NC(=O)C(C)OC(=O)c2c3c(nc4ccccc24)CCC(C)C3)c(=O)n(-c2ccccc2)n1C (stereo not given) | -36 | nt | nt | nt | -3% | nt | 0%

Another view of some results above:
> O=C(Nc1ccc(Cn2nnc3ccccc32)cc1)c1ccco1
  HCMV inh: ?
  LmPK inhibitor: -1%
  Sm TGR inh: 0%
  AmpC no deterg: -31%
  TbPYK inhibitor: -3%
  AmpC detergent: -16%
  AMA1 RON2 block: 11%
> Cc1nc(C)c(-c2ccc(SCC(=O)Nc3cccc(C)c3C)nn2)s1
  HCMV inh: 38
  LmPK inhibitor: nt
  Sm TGR inh: 0%
  AmpC no deterg: nt
  TbPYK inhibitor: 2%
  AmpC detergent: 2%
  AMA1 RON2 block: nt
